Bioassay records from PubChem.
HEK293 NOD2/NF-kB – NOD2 signaling inhibitors, cell-based, luminescence, uHTS, HEK293 (AID 1566). HEK293 NOD2/NF-kB luciferase reporter, luminescence; higher % means a stronger effect. inhibition, % at 4 µM, or EC50 in µM where a hit was titrated. hit rate 0.63% among 290,000; in the data active = inhibition above about 50%; also: many of its hits are not listed in these tables
Yfh1-off respiration – enhancers of respiration in Yfh1-depleted yeast, dose response, Friedreich's ataxia, plus single-dose screen (AID 1465); S. cerevisiae Yfh1-off respiration, WST-1 reduction, 72 h; higher fold induction means a stronger effect; fold induction at 50 µM; hits with a dose series show EC50 in µM; hit rate 0.074% among 220,000;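 active = fold induction of absorbance versus untreated yeast above a set limit, then at least 30% activation at any dose in follow-up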;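 also: activators that raise dye reduction in frataxin-depleted yeast; strong numbers were not always called active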
NOD1 NF-kB reporter – NOD1 signaling inhibitors, primary screen, cell-based, luminescence, uHTS (AID 1578); NOD1-driven NF-kB luciferase reporter cells, luminescence; higher % means a stronger effect; inhibition, % at 4 µM, or EC50 in µM where a hit was titrated; hit rate 1% among 290,000; in the data active = inhibition mostly above about 36%, no sharp cut-off; inactive = mostly below about 34%;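 also: HEK-293T reporter cells stimulated with the NOD1 agonist gamma-tri-DAP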
Starred values were filed as active, the others as inactive; i = inactive; nt = no result given.

Start of the listing, in advance:
molecule	HEK293 NOD2/NF-kB	Yfh1-off respiration	NOD1 NF-kB reporter
COC(=O)C1=C(c2cc3ccccc3o2)C[C@@H]2CC[C@H]1N2C(=O)NCc1ccc(C(F)(F)F)cc1	nt	i	nt
Oc1cc(Cl)ccc1Oc1ccc(Cl)cc1Cl	nt	i	nt

This part in full, from the first entry:
molecule	HEK293 NOD2/NF-kB	Yfh1-off respiration	NOD1 NF-kB reporter
COC(=O)C1=C(c2cc3ccccc3o2)C[C@@H]2CC[C@H]1N2C(=O)NCc1ccc(C(F)(F)F)cc1	nt	i	nt
Oc1cc(Cl)ccc1Oc1ccc(Cl)cc1Cl	nt	i	nt
Clc1ccc(CO/N=C(\Cn2ccnc2)c2ccc(Cl)cc2Cl)c(Cl)c1	nt	i	nt
COC(=O)C1=C(c2ccc(S(C)(=O)=O)cc2)C[C@@H]2CC[C@H]1N2C(=O)N1CCCC1	nt	i	nt
CCN1C[C@]2(COC)CC[C@H](OC)[C@@]34C5C[C@H]6C(=O)C5[C@](O)(C[C@H]6OC)[C@@](O)(C(OC)C23)[C@@H]14 (stereo partly specified)	nt	i	nt
COc1cc(C(O)CNC(C)C)cc(F)c1OC (stereo unspecified)	nt	i	nt
CCCN(CCC)C1CCc2cccc(O)c2C1 (stereo unspecified)	nt	i	nt
CC1(C)NC(=O)[C@H]2CCCN21	nt	i	nt
CC(=O)N(C)CC#CCN1CCCC(CO)C1 (stereo unspecified)	nt	i	nt
COC(=O)C1=C(c2cc3ccccc3s2)C[C@@H]2CC[C@H]1N2C(=O)N1CCCC1	nt	i	nt
C=CCN1CCC2(C)c3cc(O)ccc3CC1C2C (stereo unspecified)	nt	i	nt
CC(C)c1cccc(C(C)C)c1O	nt	i	nt
COC(=O)CC(=O)c1ccc2c(c1)OCO2	nt	i	nt
COC(=O)C1=C(c2ccccc2)C[C@@H]2CC[C@H]1N2C(=O)NCCNC(C)=O	nt	i	nt
COC(=O)C1=C(c2cccc(OC)c2OC)C[C@@H]2CC[C@H]1N2C(=O)NCCNC(C)=O	nt	i	nt
COC(=O)C1=C(c2cc3ccccc3s2)C[C@@H]2CC[C@H]1N2C(=O)NCCO	nt	i	nt
NCCc1ccccn1	nt	i	nt
CCCNC(=O)N1[C@H]2CC[C@@H]1C(C(=O)OC)=C(c1cc3ccccc3o1)C2	nt	i	nt
O=C(O)c1cc(Oc2ccc(C(F)(F)F)cc2Cl)ccc1[N+](=O)[O-]	nt	i	nt
Cc1ccc(-c2nc3ccc(C)cn3c2CC(=O)N(C)C)cc1	nt	i	nt
CC[C@H]1CC2CN3CCc4c([nH]c5ccccc45)C(C(=O)OC)(C2)C13 (stereo partly specified)	nt	i	nt
CNCC(O)c1cc(OCc2ccccc2)c(OCc2ccccc2)cc1F (stereo unspecified)	nt	i	nt
COC(=O)C1=C(c2ccc(S(C)(=O)=O)cc2)C[C@@H]2CC[C@H]1N2C(=O)N1CCCCC1	nt	i	nt
COC[C@]12CN(C)C3C4[C@H](OC)[C@H]1C3([C@@H](OC)C[C@H]2O)[C@@H]1C[C@@]2(O)[C@H](OC(=O)c3ccccc3)[C@@H]1[C@]4(OC(C)=O)[C@@H](O)[C@@H]2OC	nt	i	nt
CCCN(CCC)C1Cc2cc(OC)c(OC)cc2C1	nt	i	nt

The results go on:
molecule	HEK293 NOD2/NF-kB	Yfh1-off respiration	NOD1 NF-kB reporter
Cc1cc(OC(C)C(=O)NCc2ccncc2)c2c3c(c(=O)oc2c1)CCC3 (stereo unspecified)	12%	nt	-37%
CN(C)CC1CCCCC1OC(=O)Cc1ccc(Cl)c([N+](=O)[O-])c1 (stereo unspecified)	7%	nt	-17%
CN1C(C(=O)N2CCC3(CC2)OCCO3)=CC(c2ccc(F)cc2)=NS1(=O)=O	13%	nt	1%
CCC(=O)N1CC(=O)Nc2ccc(F)cc2C1c1ccc(F)cc1 (stereo unspecified)	-7%	nt	-3%
C=CCn1c(O)c(Cc2ccc(OCC)cc2)c(=O)[nH]c1=O	3%	nt	0%
CCCCCCn1c(=O)c(C(=O)Nc2ncccc2O)c(O)c2ccccc21	9%	nt	16%
Cc1ccc2[nH]c3c(c2c1)CN(C(=O)CN1C[C@H]2C[C@@H](C1)c1cccc(=O)n1C2)CC3	0%	nt	-16%
COc1cc(OC)cc(C(=O)NC(=S)N2C[C@H]3C[C@H](C2)c2cccc(=O)n2C3)c1	8%	nt	-14%
Cc1ccc(-n2c(O)c(C=NCCN3CCNCC3)c(=O)[nH]c2=S)cc1	6%	nt	-10%
COc1ccccc1N1CCN(Cc2ccc(Br)cc2)CC1	-20%	nt	-7%
CC(=Nc1ccccc1N)c1c(O)n(C)c(=O)[nH]c1=O	8%	nt	46%
Cc1ccc(N=Cc2c(O)n(C)c(=O)n(C)c2=O)cc1	-2%	nt	-17%
O=C(Cc1ccc(Cl)cc1)NCCN1CCN(C(=O)Cc2ccc(Cl)cc2)CC1	-8%	nt	-4%
CC(C)c1ccc(NC(=O)N2C[C@H]3C[C@@H](C2)c2cccc(=O)n2C3)cc1	23%	nt	35%
CN1CC(C(=O)c2cccs2)C(c2ccc(Cl)cc2)C1 (stereo unspecified)	-10%	nt	-12%
O=[N+]([O-])NC1=NCCN1Cc1ccc(Cl)nc1	0%	nt	-12%
OC(CN1CCCCC1)c1c[nH]c2ccccc12 (stereo unspecified)	6%	nt	-7%
Cn1c(O)c(/C=C2\C=c3ccccc3=NC2=O)c(=O)n(C)c1=O	-4%	nt	-10%
O=Cc1c(C(=O)O)n(Cc2ccccc2F)c2ccccc12	-1%	nt	27%
COc1ccc(NC(=O)c2cn(CCC#N)nc2-c2cccc(Br)c2)cc1	-1%	nt	-6%
Cn1cc(C=C2C(=O)NC(=O)NC2=O)c2ccccc21	-19%	nt	19%
CCN(CC)C(=O)Cn1cc(/C=C2\C(=O)NC(=O)N(c3ccccc3F)C2=O)c2ccccc21	-61%	nt	1%
COc1ccc(N=Cc2c(O)n(C)c(=O)[nH]c2=O)cc1	-2%	nt	-39%
COc1ccc(N2C(=O)/C(=C/c3ccc(OC)c(OC)c3)C(=O)NC2=S)cc1	-3%	nt	-23%
O=C(N/N=C/c1c(O)n(C2CCCCC2)c(=S)[nH]c1=O)c1ccccc1O	6%	nt	-6%

Next part.
molecule	HEK293 NOD2/NF-kB	Yfh1-off respiration	NOD1 NF-kB reporter
c1cc(CNCCc2ccc3c(c2)OCO3)ccn1	-1%	nt	-22%
Cc1cc(=O)oc2cc3c(cc12)CCCN3	-15%	nt	-4%
O=[N+]([O-])c1ccc(NC2CCN(Cc3ccccc3)CC2)c2ccncc12	16%	nt	-7%
FC(F)(F)Oc1ccc(NC2=NCCCS2)cc1	-7%	nt	-6%
COc1ccc(-n2c(/C=C/c3cccc(F)c3)nc3ccccc3c2=O)c(OC)c1	20%	nt	4%
NP(=O)(OCCCCc1ccccc1)Oc1ccccc1Cl (stereo unspecified)	17%	nt	-29%
C[C@H](NC(=O)N1C[C@H]2C[C@@H](C1)c1cccc(=O)n1C2)C(=O)Nc1ccccc1F	1%	nt	-15%
COc1ccc(-c2cc(C(=O)N3CCC4(CC3)OCCO4)c3ccccc3n2)cc1	-7%	nt	-39%
COc1ccccc1-n1c(/C=C/c2ccc(O)cc2)nc2ccccc2c1=O	32%	nt	33%
CC1CCCCC1NC(=O)CNC(=S)N1CC2CC(C1)c1cccc(=O)n1C2 (stereo unspecified)	-1%	nt	-60%
Cc1c(C(=O)N2CCN(c3ccc(F)cc3)CC2)sc2ncnc(N3CCN(c4ccccn4)CC3)c12	4.2µM*	nt	5.7µM*
COc1ccc(CC(=O)N(CCN(C)C)CC2CCCN(Cc3ccccc3F)C2)cc1 (stereo unspecified)	-16%	nt	-4%
Clc1ccc(NC2=NCCCS2)cc1Cl	17%	nt	-28%
O=c1cccc2n1C[C@@H]1C[C@@H]2CN(CC(O)c2ccc([N+](=O)[O-])cc2)C1 (stereo partly specified)	8%	nt	-3%

Sorted by length of the SMILES (rising): some entries from above
molecule	HEK293 NOD2/NF-kB	Yfh1-off respiration	NOD1 NF-kB reporter
Clc1ccc(NC2=NCCCS2)cc1Cl	17%	nt	-28%
Cc1cc(=O)oc2cc3c(cc12)CCCN3	-15%	nt	-4%
c1cc(CNCCc2ccc3c(c2)OCO3)ccn1	-1%	nt	-22%
NP(=O)(OCCCCc1ccccc1)Oc1ccccc1Cl (stereo unspecified)	17%	nt	-29%
Cn1cc(C=C2C(=O)NC(=O)NC2=O)c2ccccc21	-19%	nt	19%
COc1ccc(N=Cc2c(O)n(C)c(=O)[nH]c2=O)cc1	-2%	nt	-39%
COc1ccccc1-n1c(/C=C/c2ccc(O)cc2)nc2ccccc2c1=O	32%	nt	33%
CC1CCCCC1NC(=O)CNC(=S)N1CC2CC(C1)c1cccc(=O)n1C2 (stereo unspecified)	-1%	nt	-60%
O=[N+]([O-])c1ccc(NC2CCN(Cc3ccccc3)CC2)c2ccncc12	16%	nt	-7%
COc1ccc(CC(=O)N(CCN(C)C)CC2CCCN(Cc3ccccc3F)C2)cc1 (stereo unspecified)	-16%	nt	-4%
COc1ccc(-c2cc(C(=O)N3CCC4(CC3)OCCO4)c3ccccc3n2)cc1	-7%	nt	-39%
COc1ccc(-n2c(/C=C/c3cccc(F)c3)nc3ccccc3c2=O)c(OC)c1	20%	nt	4%
COc1ccc(N2C(=O)/C(=C/c3ccc(OC)c(OC)c3)C(=O)NC2=S)cc1	-3%	nt	-23%
O=c1cccc2n1C[C@@H]1C[C@@H]2CN(CC(O)c2ccc([N+](=O)[O-])cc2)C1 (stereo partly specified)	8%	nt	-3%
CCN(CC)C(=O)Cn1cc(/C=C2\C(=O)NC(=O)N(c3ccccc3F)C2=O)c2ccccc21	-61%	nt	1%
Cc1c(C(=O)N2CCN(c3ccc(F)cc3)CC2)sc2ncnc(N3CCN(c4ccccn4)CC3)c12	4.2µM*	nt	5.7µM*

Some of the compounds tested; the hit share may differ from the screen's.
